HepG2 tox: qHTS for Inhibitors of TGF-b: Cytotox Counterscreen; 410,000 compounds, 0.76% hits; HepG2 CAGA-GFP viability, ATP luminescence, 18 h; AID 588856, 2011; Potency, µM (highest dose often 46.1 µM), for the others: at the top dose activity change, negative = cytotoxicity, hits mostly cytotoxic; also: potency is read from the fitted curve at half-maximal effect; some results filed as inactive show a strong effect at the top dose
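CellTiter-Glo luminescence gave cytotoxicity after 18 hours at 37 degrees C. The cells were HepG2 CAGA-GFP in 1% FBS DMEM, stimulated with 500 pg/mL TGF-beta after compound addition. %Activity was normalised to no-cell wells (complete cell-killing) and DMSO (no toxicity), and curves were fitted and classified.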
ATXN viability: Viability Counterscreen for Primary qHTS for Inhibitors of ATXN expression. S2 cells (HEK-293 line with an ATXN2-luciferase reporter) viability, CellTiter-Fluor protease fluorescence, 24 h. Potency, µM (doses to about 56.7 µM), usual class: cytotoxic. 400,000 compounds, 0.49% hits. AID 651635, 2014; also: potency is read from the fitted curve at half-maximal effect; nearly all actives have a fitted effect of over 40% in size
ATXN2 expr inh: Primary qHTS for Inhibitors of ATXN expression. HEK-293 ATXN2-luciferase reporter, luminescence, 24 h. Potency, µM (highest dose often 57 µM), without a hit: at the top dose activity change, negative = inhibition, most hits filed as inhibitors. 360,000 compounds, 0.72% hits. AID 1745845, 2022; also: potency is read from the fitted curve at half-maximal effect; % is scaled to controls: 0 for no effect and ±100 for the full control effect; nearly all actives have a fitted effect of over 55% in size
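qHTS (up to 57 uM final) was run with 24 h compound exposure of reporter cells at 37 °C. Each well was multiplexed: SteadyGlo luminescence measured ATXN2-luciferase expression after a fluorogenic Gly-Phe-AFC viability readout (25 uM final).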
HT1080NT lethal: qHTS for induction of synthetic lethality in tumor cells producing 2HG: qHTS for the HT-1080-NT fibrosarcoma cell line; 360,000 compounds, 1.6% hits; AID 686970, 2013; Potency, µM (doses to about 46.1 µM), without a hit: at the highest dose activity, negative = less viability, hits mostly cytotoxic; HT-1080-NT fibrosarcoma viability, CellTiter-Glo ATP luminescence, 48 h;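 also: NT is the 2HG producing partner of a matched IDH1 knockdown line; potency is read from the fitted curve at half-maximal effect; 0% = DMSO-treated cells and -100% = media-only wells without cells; nearly all actives have a fitted effect of over 55% in size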
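Viability of the 2HG-overproducing fibrosarcoma line after 48 hours of compound exposure at 37 degrees C was determined by luminescence with CellTiter-Glo, and concentration-effect curves were then fitted and categorized.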
SW480 rerep: A quantitative high throughput screen for small molecules that induce DNA re-replication in SW480 colon adenocarcinoma cells. SW480 DNA re-replication, Hoechst DNA content imaging, 48 h. Potency, µM (top dose mostly 46.1 µM), without a hit: top-dose re-replication activation, usual class: activators. 340,000 compounds, 1.8% hits. AID 624297, 2012; also: potency is read from the fitted curve at half-maximal effect; % of control where 0% means no effect; nearly all actives have a fitted effect of over 55% in size
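First, 250 cells per well were seeded. Next, compound or vehicle (23 nL) was pinned in, plates sat 48 hr at 37 C. Finally Hoechst was added for 40 min before fluorescence scanning.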
MCF10A rerep: A quantitative high throughput screen for small molecules that induce DNA re-replication in MCF 10a normal breast cells; 350,000 compounds, 2.9% hits; Potency, µM (highest dose often 46.1 µM), inactives show top-dose activity, positive = re-replication, hits mostly activators; MCF 10A DNA re-replication, Hoechst nuclear intensity, 48 h; also: potency is read from the fitted curve at half-maximal effect; % of control where 0% means no effect; nearly all actives have a fitted effect of over 50% in size
IL1B secr inh: qHTS for Inhibitors of Inflammasome Signaling: IL-1-beta AlphaLISA Primary Screen; activity change, % at 57.5 µM; 360,000 compounds, 4.7% hits; THP-1 LPS/ATP IL-1B secretion, AlphaLISA, 16 h; active compounds read low; in the data active = activity change below about -50%; inconclusive = mostly about -30% to -49%; also: % is scaled to controls: 0 for no effect and ±100 for the full control effect
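Secreted IL-1B measured by AlphaLISA bead assay after 16 h compound exposure of THP-1 cells; compounds (final up to 57.5 uM) added 1 h before LPS (250 ng/mL) and ATP (1.25 mM) stimulation; lower signal means less secretion.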
HT1080 IDH1KD tx: qHTS for induction of synthetic lethality in tumor cells producing 2HG: qHTS for the HT-1080-IDH1KD cell line; Potency, µM (doses to about 46.1 µM), inactives show at the top dose activity, negative = toxicity, actives largely listed as cytotoxic; AID 686971, 2013; 360,000 compounds, 2% hits; HT-1080 IDH1 knockdown viability, ATP luminescence, 48 h;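 also: potency is read from the fitted curve at half-maximal effect; 0% = DMSO wells and -100% = cell-free medium wells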
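Assay cells: HT-1080 with IDH1 knockdown, 750 per well, RPMI/5% FBS. Exposure: 48 h at 37 °C following 2 h pre-incubation. Read: CellTiter-Glo luminescence; fitted concentration-response, curve class assigned.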
KB-3-1 tox: qHTS assay for MDR1-selective chemotherapeutics: Primary screen using the parental adenocarcinoma cell KB-3-1; Potency, µM (top dose mostly 46.1 µM), without a hit: at the top dose activity change, negative = cytotoxic, actives largely listed as cytotoxic; 400,000 compounds, 1.4% hits; KB-3-1 viability, CellTiter-Glo ATP luminescence, 72 h; also: potency is read from the fitted curve at half-maximal effect; % is scaled to controls: 0 for no effect and ±100 for the full control effect; nearly all actives have a fitted effect of over 60% in size
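Cells are dispensed, compounds pinned in, plates held at 37 °C for 72 h, then CellTiter-Glo is added and luminescence read after 10 minutes. Cell line: parental KB-3-1 in phenol-red-free DMEM, 10% FBS.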
The depositor's hits bear a star; i = inactive; u = inconclusive; x = no result given; [ ] = remark or other dose. Unless noted, calls follow the shape of the dose curve; as a rule, active = well fitted curve in the direction sought with a large enough effect; inconclusive = small, poorly fitted or top-dose-only effect, or another doubt; inactive = no such curve, though single readings can be large; an effect the other way counts as inactive or inconclusive.

SMILES	HepG2 tox	ATXN viability	ATXN2 expr inh	HT1080NT lethal	SW480 rerep	MCF10A rerep	IL1B secr inh	HT1080 IDH1KD tx	KB-3-1 tox
OC(Cc1ccccc1)c1ncc(-c2ccc3ccccc3c2)[nH]1 (stereo unspecified)	-43%	u	-15%	u	x	x	21	18µM*	0%
O=C(NCc1ccco1)c1ccc(Cl)c(S(=O)(=O)Nc2ccccc2)c1	2%	i	-15%	-1%	3%	11%	-24	3%	2%
Cc1nc2ncnn2c(C)c1CCC(=O)N1CCc2ccccc2C1	11%	i	5%	1%	-8%	-4%	0	-12%	16%
COCCn1cnc2c1c(=O)n(CC(=O)OCC#N)c(=O)n2Cc1ccccc1	-2%	i	-1%	-9%	-1%	-5%	22	11%	14%
CC(=O)c1ccc(NC(=O)CN2CCC(NC(=O)C3CCCCC3)CC2)cc1	15%	i	9%	29%	-6%	1%	11	0%	3%
Cc1ccc(S(=O)(=O)c2cnc(-c3ccccc3)nc2N2CCN(C)CC2)cc1	-25%	i	-1%	-15%	13%	u	-10	-19%	0%
O=C(NN=C1CCCCCC1)c1ccc(Cl)s1	2%	i	1%	6%	4%	2%	15	6%	12%
CN(CC(=O)NCCN1CCOCC1)S(=O)(=O)c1ccc(F)cc1	2%	i	3%	-2%	u	-3%	37	8%	-1%
Cc1cccc(C)c1NC(=O)CN(C)C(=O)c1ccccc1Cc1ccccc1	-5%	i	-1%	0%	9%	7%	1	-2%	2%
CCN1CCN(c2cc3c(nn2)Oc2ccccc2N3C)CC1	0%	i	20%	11%	u	7%	-12	20%	3%
Clc1ccccc1CN1CCN(/N=C/C=C\c2ccco2)CC1	-17%	i	1%	6%	0%	u	-24	10%	-4%
CC1CCCCC1NC(=O)c1nn(C)c(=O)c2ccccc12 (stereo unspecified)	-5%	i	-14%	7%	-6%	-1%	13	15%	2%
O=C(CCn1c(=O)oc2ccccc21)N1CCOCC1	4%	i	3%	8%	-13%	0%	16	12%	2%
CCOC(=O)c1cc(CC)sc1N	7%	i	6%	u	-1%	5%	-6	2%	27%
COC(=O)c1cccc(C23CC4(C2)[C@H](CN(CC2CCCCC2)[C@@H]4c2ccccc2)C3c2ccccc2)c1 (stereo partly specified)	4%	i	1%	10%	-24%[9.22 µM]	1%	1	-1%	2%
CCOC(=O)Cn1cnc2c(nnn2-c2cccc(Cl)c2)c1=O	0%	i	3%	20%	2%	-2%	-24	8%	-1%
C(=N\c1nc2ccccc2n1CCN1CCCCC1)/c1cccs1	0%	i	-5%	-3%	-4%[9.22 µM]	0%	25	4%	-1%
Cc1cc(C)c2nc(N(CCCN(C)C)C(=O)c3ccc(S(=O)(=O)N4CC(C)OC(C)C4)cc3)sc2c1 (stereo unspecified)	-3%	i	-21%	-15%	u	9%	-96*	-29%	-3%
O=C(NC(=S)Nc1ccc(N2CCOCC2)cc1)c1cccc([N+](=O)[O-])c1	-2%	i	2%	15%	-1%	4%	27	1%	34%
O=C(NCCc1ccccc1)c1ccc(Cl)c(S(=O)(=O)N2CCCC2)c1	-50%	i	3%	-2%	15%	7%	12	-1%	-28%
O=C(CNC(=O)c1ccc(Br)cc1)Nc1ccc2c(c1)CCC2	-61%	i	5%	-2%	-6%	-1%	33	1%	5%
COc1cc(C2c3c(-c4c(C)cc(C)cc4O)n[nH]c3C(=O)N2CCCOC(C)C)cc(OC)c1OC (stereo unspecified)	-3%	i	-11%	x	x	x	x	x	-10%
O=C(CNC(=O)c1cccs1)Nc1ccncc1	-1%	i	1%	-7%	10%	16%	4	0%	5%
Clc1ccccc1OCCN1CCCCC1	-18%	i	-20%	14%	2%	-4%	-2	u	-9%
CC(=O)c1ccc(OCC(=O)OCC(=O)c2ccc(S(=O)(=O)N3CCCCC3)cc2)cc1	-18%	i	x	6%	x	x	-3	4%	0%
CCNC(=O)C1(C)CCCN(CC(=O)c2ccccc2OC)C1 (stereo unspecified)	-14%	i	2%	18%	x	x	8	u	-8%
COc1cccc(CN2C(=O)NC3(CCCCCC3)C2=O)c1	-4%	i	1%	18%	-2%	-13%	-3	13%	20%
COc1ccc(C(=O)N2CCCC(C(=O)c3ccccc3OC)C2)cc1OC (stereo unspecified)	1%	i	9%	7%	9%	-2%	0	1%	5%
Cc1cc(C(=O)N/N=C/c2cccnc2)n[nH]1	0%	i	2%	2%	-3%	-2%	30	19%	6%
Cc1occc1C(=O)NC1CCCCCC1	-11%	i	37%	-3%	-3%	5%	5	-2%	-20%
Cc1ccc(S(=O)(=O)N2CCCC2)cc1C(=O)NCCN1CCOCC1	2%	i	-2%	-1%	-6%	10%	14	0%	14%
Cc1ccc(S(=O)(=O)N(C)CC(=O)N(CC(C)C)C2CCS(=O)(=O)C2)cc1 (stereo unspecified)	9%	i	9%	7%	4.1µM*	4%	-11	11%	7%
CCN=C1SC(CC(=O)NCC)C(=O)N1CC (stereo unspecified)	-3%	i	3%	9%	-11%	4%	-12	2%	2%
CCCN(CC(=O)Nc1ccccc1C)C(=O)c1ccc2c(c1)OCO2	8%	i	9%	-3%	-7%	-6%	-3	14%	3%
CCC(=O)c1cc(F)c(N2CCN(C(=O)c3ccco3)CC2)cc1C	-14%	i	3%	12%	-15%	-1%	21	1%	-5%
C[n+]1cccc(C(=O)NNC(=O)C23CC4CC(CC(C4)C2)C3)c1	30%	i	-18%[11.3 µM]	18%	-12%	-4%	-1	18%	-3%
C[C@@H]1CN([C@H](C)CO)C(=O)c2c(c3ccccc3n2C)-c2ccccc2CO[C@H]1CN(C)Cc1cccc(C(=O)O)c1	4%	i	11%	-11%	x	x	-13	-4%	-5%
Cn1cccc1Cc1nnc(SCC(=O)N2CCCCCC2)n1-c1ccc(F)cc1	-15%	i	1%	-9%	11%	u	21	-15%	1%
O=C1c2ccccc2C(=O)N1CN(C(=O)COc1ccccc1)c1ccccc1	2%	i	3%	5%	-7%	20%	10	-4%	17%
N#Cc1ccc(C(=O)NC23CC4CC(CC(C4)C2)C3)cc1	-4%	i	-3%	14%	-8%	13%	6	11%	0%

Rewritten bar-delimited: entries from further up.
SMILES | HepG2 tox | ATXN viability | ATXN2 expr inh | HT1080NT lethal | SW480 rerep | MCF10A rerep | IL1B secr inh | HT1080 IDH1KD tx | KB-3-1 tox
Cc1ccc(S(=O)(=O)N(C)CC(=O)N(CC(C)C)C2CCS(=O)(=O)C2)cc1 (stereo unspecified) | 9% | i | 9% | 7% | 4.1µM* | 4% | -11 | 11% | 7%
CCN=C1SC(CC(=O)NCC)C(=O)N1CC (stereo unspecified) | -3% | i | 3% | 9% | -11% | 4% | -12 | 2% | 2%
CCCN(CC(=O)Nc1ccccc1C)C(=O)c1ccc2c(c1)OCO2 | 8% | i | 9% | -3% | -7% | -6% | -3 | 14% | 3%
CCC(=O)c1cc(F)c(N2CCN(C(=O)c3ccco3)CC2)cc1C | -14% | i | 3% | 12% | -15% | -1% | 21 | 1% | -5%
C[n+]1cccc(C(=O)NNC(=O)C23CC4CC(CC(C4)C2)C3)c1 | 30% | i | -18%[11.3 µM] | 18% | -12% | -4% | -1 | 18% | -3%
C[C@@H]1CN([C@H](C)CO)C(=O)c2c(c3ccccc3n2C)-c2ccccc2CO[C@H]1CN(C)Cc1cccc(C(=O)O)c1 | 4% | i | 11% | -11% | x | x | -13 | -4% | -5%

Another view of 5 compounds above.
| SMILES | HepG2 tox | ATXN viability | ATXN2 expr inh | HT1080NT lethal | SW480 rerep | MCF10A rerep | IL1B secr inh | HT1080 IDH1KD tx | KB-3-1 tox |
| --- | --- | --- | --- | --- | --- | --- | --- | --- | --- |
| COc1cc(C2c3c(-c4c(C)cc(C)cc4O)n[nH]c3C(=O)N2CCCOC(C)C)cc(OC)c1OC (stereo unspecified) | -3% | i | -11% | x | x | x | x | x | -10% |
| O=C(CNC(=O)c1cccs1)Nc1ccncc1 | -1% | i | 1% | -7% | 10% | 16% | 4 | 0% | 5% |
| Clc1ccccc1OCCN1CCCCC1 | -18% | i | -20% | 14% | 2% | -4% | -2 | u | -9% |
| CC(=O)c1ccc(OCC(=O)OCC(=O)c2ccc(S(=O)(=O)N3CCCCC3)cc2)cc1 | -18% | i | x | 6% | x | x | -3 | 4% | 0% |
| CCNC(=O)C1(C)CCCN(CC(=O)c2ccccc2OC)C1 (stereo unspecified) | -14% | i | 2% | 18% | x | x | 8 | u | -8% |

Continued:
SMILES	HepG2 tox	ATXN viability	ATXN2 expr inh	HT1080NT lethal	SW480 rerep	MCF10A rerep	IL1B secr inh	HT1080 IDH1KD tx	KB-3-1 tox
COc1ccc(C(C(=O)NC2CCCC2)N(C(=O)c2snc(C(N)=O)c2N)C2CCCC2)cc1OC (stereo unspecified)	15%	i	-3%	5%	-7%	9%	-11	0%	13%
CC(=O)N/C(=C\c1ccccc1)C(=O)OCC(=O)NC1CCCC1	-3%	i	2%	-1%	-1%	-3%	26	11%	0%
COc1ccc(CN2C(=O)C(NC(=O)c3cccc(C)c3)(C(F)(F)F)N=C2c2ccccc2)cc1 (stereo unspecified)	-7%	i	-18%	x	x	x	x	x	-6%
O=C(Cn1cc([N+](=O)[O-])ccc1=O)NC1CCCCC1	8%	i	-7%	-2%[9.24 µM]	4%	-8%	-1	1%	-8%
CN(C)/C=N/c1ncnc2c1cnn2-c1ccc(C(F)(F)F)cn1	4%	i	32%	-4%	-3%	-5%	0	8%	u
O=C1Nc2ccccc2C(=O)N(Cc2ccccc2)C1C(=O)NC1CC1 (stereo unspecified)	x	x	x	18%	x	x	23	4%	11%
C[C@@H]1CN([C@@H](C)CO)C(=O)CCCn2nncc2CO[C@H]1CN(C)C(=O)Nc1ccccc1C(F)(F)F	2%	i	4%	3%	x	x	34	3%	14%
